CHO parental Ca: counter-screen: ATP calcium response change in parental CHO cells. parental CHO-K1, ATP-induced calcium, Fluo-8 fluorescence. inhibition, % at 5.6 µM. actives 0.63% (n = 330,000);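 active = inhibition above that plate's mean sample inhibition plus 3 SD, cut at about 26% in these data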;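 also: 0% = ATP-challenged DMSO wells and 100% = DMSO wells without ATP; some compounds past the cut are filed as inactive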
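Material: parental CHO cells / Compound: single nominal dose of 5.6 µM per compound / Signal: Fluo-8 fluorescence / Replicates: singlicate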
TAAR1 antag: human TAAR1 antagonism; inhibition, % at 3 µM; actives 1.5% (n = 360,000); CHO RD-HGA16 TAAR1, Fluo-8 calcium fluorescence, antagonist; Q96RJ0;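 active = inhibition above a per-plate cutoff, the mean inhibition of test compounds on that plate plus 3 SD, cut at about 49% in these data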;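 also: 0% = DMSO plus EC80 beta-PEA response and 100% = DMSO alone without agonist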
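System: CHO RD-HGA16 cells bearing hTAAR1. Reagent: EC80 β-phenethylamine stimulus. Schedule: seeding 17-24 h prior, 75-min 37 °C, 30-min RT dye loading. Signal: Fluo-8 intracellular calcium dye fluorescence, real-time kinetic reads. Read-out: % inhibition from peak post-agonist over basal fluorescence ratio. Benchmarks: vehicle wells and EC80 agonist wells. Replicates: n of 1.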
TAAR1 ag: human TAAR1 agonism. AID 624467. activation, % at 3 µM. CHO RD-HGA16 TAAR1, Fluo-8 calcium fluorescence; vehicle wells 0%, saturating PEA agonist 100%. actives 0.99% (n = 360,000). Q96RJ0;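 active = activation above the mean activation of all test compounds in the run plus 3 SD, cut at about 38% in these data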
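Test system: RD-HGA16 (CHO) cells co-expressing Gα16 and hTAAR1 / Benchmarks: DMSO vehicle as 0%, PEA at EC100 as 100% / Repeats: no replicates (n 1) / Measure: % activation from peak over basal fluorescence ratio, DMSO-to-PEA scaled / Timing: 17-24 h plating, Fluo-8 75 min 37 °C, 30 min RT / Technique: kinetic Fluo-8 calcium fluorescence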
V1R ag counter: V1a receptor agonism, counter-screen for OXTR agonists; P37288; CHO-V1R cells, Fluo-8 calcium fluorescence, agonist mode; 0% DMSO, 100% 3 nM vasopressin; activation, % at 3 µM; actives 0.25% (n = 320,000); AID 2797;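 active = activation above the mean activation of all tested compounds plus 3 SD, per screening run, cut at about 20% in these data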;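 also: signal is peak over basal fluorescence ratio across a 100 second FLIPR read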
CHO-K1 Ca PAM: nonselective activator or artifact in parental CHO-K1 calcium assay | ATP EC20, Fluo-8 calcium fluorescence; 0% at ATP EC20, 100% at ATP max | activation, % at 3 µM | actives 0.02% (n = 360,000) | AID 602247;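 active = activation above the run cutoff, the mean activation of all test compounds plus 3 SD, cut at about 40% in these data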;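 also: peak over basal fluorescence ratio in a 140 s read after ATP addition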
CHO-K1 Ca antag: counter-screen for M1 antagonists: effect in parental CHO-K1 cells; AID 602250; inhibition, % at 3 µM; ATP-induced calcium, Fluo-8 fluorescence; actives 0.6% (n = 360,000);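 active = inhibition above a per-plate cutoff, the plate's mean sample inhibition plus 3 SD, cut at about 24% in these data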;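 also: 0% = DMSO plus EC80 ATP and 100% = DMSO alone without ATP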
CHRM1 agonist: human M1 muscarinic receptor agonism; P11229; CHO-K1 hM1, Fluo-8 calcium fluorescence, agonist mode; 0% DMSO, 100% acetylcholine EC100; activation, % at 3 µM; actives 0.33% (n = 360,000);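 active = activation above the run's mean compound activation plus 3 SD, cut at about 16% in these data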;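 also: peak over basal fluorescence ratio within a 140 s kinetic read after compound addition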
Target sequence (P11229 whole entry, looked up): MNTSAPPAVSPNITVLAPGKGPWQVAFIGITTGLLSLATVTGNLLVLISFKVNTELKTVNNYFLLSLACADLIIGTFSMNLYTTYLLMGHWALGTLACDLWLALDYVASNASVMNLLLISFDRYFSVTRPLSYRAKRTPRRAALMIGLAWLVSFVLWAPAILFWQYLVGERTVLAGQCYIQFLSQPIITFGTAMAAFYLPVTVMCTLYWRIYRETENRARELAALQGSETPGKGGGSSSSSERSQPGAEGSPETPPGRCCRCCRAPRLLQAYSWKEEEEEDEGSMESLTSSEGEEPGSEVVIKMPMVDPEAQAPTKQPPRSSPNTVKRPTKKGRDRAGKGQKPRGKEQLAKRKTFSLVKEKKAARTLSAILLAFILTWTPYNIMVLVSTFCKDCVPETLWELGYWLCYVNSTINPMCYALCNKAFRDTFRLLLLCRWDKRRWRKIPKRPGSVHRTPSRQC
OXTR potentiator: human OXTR potentiation; activation, % at 3 µM; CHO-OTR cells, Fluo-8 calcium fluorescence, potentiator mode; 0% = oxytocin EC15, 100% = EC100; P30559; actives 0.061% (n = 320,000); AID 2445;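 active = activation above that plate's cutoff, the mean activation of tested compounds plus 3 SD, cut at about 6.6% in these data, passing the limit was not always enough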;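 also: 100% uses oxytocin at 75 nM as the full agonist control; some results filed as inactive read as strong as hits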
Target sequence (P30559 whole entry, looked up): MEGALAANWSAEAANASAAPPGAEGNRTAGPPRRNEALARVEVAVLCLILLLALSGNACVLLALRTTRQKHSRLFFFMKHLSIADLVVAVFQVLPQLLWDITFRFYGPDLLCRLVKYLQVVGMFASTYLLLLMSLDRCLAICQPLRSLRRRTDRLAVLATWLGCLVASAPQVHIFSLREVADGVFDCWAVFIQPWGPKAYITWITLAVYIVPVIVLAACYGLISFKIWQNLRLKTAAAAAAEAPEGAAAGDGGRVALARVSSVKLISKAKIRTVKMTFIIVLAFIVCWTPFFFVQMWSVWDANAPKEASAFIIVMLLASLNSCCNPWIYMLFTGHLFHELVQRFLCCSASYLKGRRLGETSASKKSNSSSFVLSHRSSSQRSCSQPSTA
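Assay system: CHO-OTR cells, human receptor / Also added: oxytocin at about EC15, sub-maximal agonist stimulus / Dosing: single dose, 3.0 µM nominal final compound concentration / Incubation: 6 min pre-incubation, 100 s read / Technique: Fluo-8 calcium dye fluorescence / Read-out: % activation vs EC15 and EC100 oxytocin / Benchmarks: EC15 oxytocin low, 75 nM oxytocin high / Replicates: singlicate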
CHO-K1 Ca ag: M1 agonist counterscreen hit in parental CHO-K1 cells; Fluo-8 calcium fluorescence; scaled to maximal ATP response, vehicle zero; activation, % at 3 µM; actives 0.48% (n = 360,000); in the data active = activation above about 15%;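 also: untransfected CHO-K1 host cells lacking M1 receptor as counterscreen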
Active calls of the source: *; · = not tested or not shown.

Every second line gives: CHO parental Ca, TAAR1 antag, TAAR1 ag, V1R ag counter, CHO-K1 Ca PAM, CHO-K1 Ca antag, CHRM1 agonist, OXTR potentiator, CHO-K1 Ca ag
COc1ccc(NC(=O)COC(=O)c2c3c(nc4ccccc24)CCCC3)cc1Cl
    -2, 67*, 9, 1.7, 9, 11, -4, -18, 2.6
O=C(Cn1sc2ccccc2c1=O)NC12CC3CC(CC(C3)C1)C2
    -11, ·, ·, 4.3, 14, -5, 4, -1, 2.1
Cc1cc(C)n2nc(C(=O)OCC(=O)N(C)CC(=O)Nc3ccccc3Cl)nc2n1
    14, -9, 3, 1.0, 10, 1, -4, 1, 1.2
O=C(NCCN1C(=O)S/C(=C/c2cccnc2)C1=O)C1CC(=O)N(Cc2ccccc2)C1 (configuration not stated)
    -7, -10, 8, -1.1, 3, -7, -6, -4, 0.0
Cn1nc(-c2ccc(N3CCN(CCO)CC3)c([N+](=O)[O-])c2)c2ccccc2c1=O
    -8, -13, 1, 0.7, 6, -2, -10, 2, 0.8
NC(CSC(c1ccccc1)(c1ccccc1)c1ccccc1)C(=O)O (configuration not stated)
    ·, 14, 0, ·, 18, -11, -8, ·, -0.1
CC1CN(/C(=N\S(=O)(=O)c2ccccc2)c2ccccc2)CC(C)O1 (configuration not stated)
    -18, 3, 1, 0.1, -6, 0, -2, -1, 0.1
COc1ccc(S(=O)(=O)N2CCCC(C(=O)NCc3ccncc3)C2)cc1 (configuration not stated)
    -14, 1, 1, 0.3, -2, 0, -3, -15, -0.1
Nc1sc(-c2ccccc2)c(Cc2ccccc2)c1C(=O)O
    -12, -8, 2, 0.3, -1, 8, -7, -2, 0.5
COc1cccc(NC(=O)C2CC(=O)N/C(=N/NC(=O)c3ccc(C)cc3)S2)c1 (configuration not stated)
    -7, -52, 5, 0.8, -19, 12, -2, 1, -0.4
CCN(CC)C(=O)CSc1nc(C)cc(C)c1C#N
    -10, -9, 0, -0.3, 18, -10, -2, 2, 3.7
CC(C)n1ncc2c(C(=O)NCCc3ccc(S(N)(=O)=O)cc3)cc(C3CC3)nc21
    ·, -3, 0, ·, -4, -2, -4, ·, 0.3
CC(=O)Oc1ccc(/C=C/c2nc3ccccc3c(=O)o2)cc1
    -3, -6, -1, 1.8, -22, 15, -1, -4, -0.7
O=C(/C=C/c1ccc2c(c1)OCO2)Nc1nc2ccc(F)cc2s1
    4, -19, -1, -0.5, 14, -10, -3, -5, 0.5
Cc1nc2sc(C(c3ccco3)N3CCN(c4ccccc4)CC3)c(O)n2n1 (configuration not stated)
    -6, -14, 3, -0.8, 1, 2, -1, -2, 0.0

Complete entries, looked up by structure. Screens in order: CHO parental Ca, TAAR1 antag, TAAR1 ag, V1R ag counter, CHO-K1 Ca PAM, CHO-K1 Ca antag, CHRM1 agonist, OXTR potentiator, CHO-K1 Ca ag
`CC(C)n1ncc2c(C(=O)NCCc3ccc(S(N)(=O)=O)cc3)cc(C3CC3)nc21` across the screens: ·, -3, 0, ·, -4, -2, -4, ·, 0.3
`COc1ccc(S(=O)(=O)N2CCCC(C(=O)NCc3ccncc3)C2)cc1` (configuration not stated) across the screens: -14, 1, 1, 0.3, -2, 0, -3, -15, -0.1

Molecules listed so far with a halogen:
Every second line gives: CHO parental Ca, TAAR1 antag, TAAR1 ag, V1R ag counter, CHO-K1 Ca PAM, CHO-K1 Ca antag, CHRM1 agonist, OXTR potentiator, CHO-K1 Ca ag
COc1ccc(NC(=O)COC(=O)c2c3c(nc4ccccc24)CCCC3)cc1Cl
    -2, 67*, 9, 1.7, 9, 11, -4, -18, 2.6
Cc1cc(C)n2nc(C(=O)OCC(=O)N(C)CC(=O)Nc3ccccc3Cl)nc2n1
    14, -9, 3, 1.0, 10, 1, -4, 1, 1.2
O=C(/C=C/c1ccc2c(c1)OCO2)Nc1nc2ccc(F)cc2s1
    4, -19, -1, -0.5, 14, -10, -3, -5, 0.5

Further structures follow.
Every second line gives: CHO parental Ca, TAAR1 antag, TAAR1 ag, V1R ag counter, CHO-K1 Ca PAM, CHO-K1 Ca antag, CHRM1 agonist, OXTR potentiator, CHO-K1 Ca ag
Cc1ccc(S(=O)(=O)N/N=C/c2ccc(OCC(=O)Nc3ccccc3Cl)cc2)cc1
    -17, -7, -2, 0.3, 0, -9, -2, 1, 0.1
CCN(CC(=O)Nc1cc(Cl)ccc1C)C(=O)CCS(=O)(=O)c1ccc(Cl)cc1
    -28, -8, 5, 5.7, 1, -8, -1, -13, 5.9
CCOCC(=O)Nc1ccc(-c2cn3cccnc3n2)cc1
    -2, -9, 4, -0.3, 22, -18, -5, -8, 1.7
CCCN(CC1COc2ccccc2O1)C(=S)Nc1ccc(C)cc1 (configuration not stated)
    -18, -9, -1, -0.7, 24, -6, -12, -4, 0.8
CCN(CC)S(=O)(=O)c1ccc(C)c(NC(=O)CNc2cccc(S(=O)(=O)N3CCOCC3)c2)c1
    -12, 18, 3, 0.0, 3, 11, -1, -1, 8.7
COC(=O)c1ccc(NC(=O)c2ccco2)cc1
    -7, 6, 3, -0.2, 22, -9, -1, -12, 0.8
COc1ccccc1Nc1nc(=O)[nH]nc1C
    1, 3, 4, 0.6, 4, -8, -4, -6, 0.1
COc1ccc(N(Cc2cc3ccc(C)cc3[nH]c2=O)C(=O)C2CCCO2)cc1 (configuration not stated)
    2, -10, 6, -0.7, 18, -7, -1, -7, 3.9
CCOc1ccc(S(=O)(=O)N2CCOCC2)cc1NC(=O)CN1C(=O)NC(C)(c2ccccc2)C1=O (configuration not stated)
    -18, 9, 1, -0.8, 9, 2, -4, -7, 2.9
O=C(NC(Cc1c[nH]c2ccccc12)c1nnc2n1CCCCC2)c1cccs1 (configuration not stated)
    -9, -2, 7, -0.3, -5, 0, 0, -4, 0.2
CC(=O)c1ccc(NC(=S)Nc2cccc(S(=O)(=O)Nc3c(C)n(C)n(-c4ccccc4)c3=O)c2)cc1
    -2, 14, 2, 0.5, 20, -11, -3, 0, 0.6
CCOC(=O)c1cc2n(n1)C(C(F)(F)C(F)(F)F)CC(C)N2 (configuration not stated)
    -16, 11, -1, 0.0, 12, -2, 17*, -8, -0.4
Cc1ccc(CCNC(=O)C2CCCN(c3nc4ccccc4o3)C2)cc1 (configuration not stated)
    -22, 50*, 12, 0.6, -1, 2, -4, -4, 2.8
CCN(CC)C(=O)n1c(Cc2ccccc2)nc2ccccc21
    -8, -7, 1, -0.6, -17, 3, -3, -11, 0.8
N=c1ccccn1CC(O)COc1ccccc1 (configuration not stated)
    -8, 10, 7, 0.5, 16, -5, -4, -13, 0.4
COc1ccccc1NS(=O)(=O)c1cccc(C(=O)N2CCCC2)c1
    -7, -22, 9, 0.9, 11, -11, -2, -8, 1.1
Cn1c(=O)c2c(nc(N3CCOCC3)n2CCSc2ncccn2)n(C)c1=O
    4, -15, 2, -0.2, -5, 1, -3, -2, 0.0
O=C(N/N=C/C(Cl)=C/c1ccc([N+](=O)[O-])cc1)C(=O)Nc1cccc(C(=O)O)c1
    3, -32, 2, -0.4, 16, -11, -2, 9, 0.7
N#C/C(=C/c1ccccc1)c1nn(CCO)c(N)c1C#N
    -5, -2, 6, 0.0, 12, -7, -4, -3, 0.0
Cc1cc(C)cc(NCCC#N)c1
    -6, 2, 2, -0.5, 7, -3, -6, -7, 0.4
CSC1=NCCN1S(=O)(=O)c1ccc(F)cc1
    -7, -9, -1, -0.2, 25, -8, -4, -8, 0.5
Cc1cc(C)nc(N2CCC(C(=O)Nc3ccc4c(c3)CCC4)CC2)n1
    -4, 7, 9, -0.5, 0, 2, -5, -5, -0.3
COc1ccc(/C=N/N=C2/NC(=O)C(CC(=O)O)S2)cc1OCc1ccc(Cl)cc1Cl (configuration not stated)
    -1, -3, -1, -0.6, 21, -4, -7, -7, 1.8
COc1ccc(NS(=O)(=O)c2ccc3c(c2)NC(=O)C(C)S3)cc1 (configuration not stated)
    2, 29, 14, 11, 3, 1, 8, -12, 11
CN1CCN(S(=O)(=O)c2ccc(Cl)c(C(F)(F)F)c2)CC1
    ·, 0, 2, ·, 12, -13, -1, ·, 1.4
CC(C)c1ccc(NC2CCCN(C(=O)c3ccnc(Cl)c3)C2)cc1 (configuration not stated)
    -29, 3, -1, -0.5, 11, -10, -5, -6, 2.2
Cc1ccc(Nc2nc(CSc3nnc(-c4cccnc4)n3-c3ccccc3F)cs2)cc1
    -32, -13, -1, -1.2, 15, -8, -9, -5, 0.1
N#C/C(=C\c1c(Cl)cccc1Cl)c1nc2ccccc2[nH]1
    -13, -9, 2, 3.6, -9, -6, -1, -6, 2.4
CC1CCCCC1NC(=O)CN1C(=O)NC(C)(c2ccc(OC(F)F)cc2)C1=O (configuration not stated)
    -25, 1, 16, 2.9, 4, -13, 0, -3, 1.6

Screens (PubChem BioAssay)
